T cell modulator: T cell immune modulation candidate; 2C CD8+ T cell-vesicle binding, flow cytometry; active compounds read low; calls only at 7 µM; hit rate 0.068% among 330,000; AID 2052;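 active means response, share of CD8 T cells binding vesicles, and their 90th percentile fluorescence all below set limits, cut at about 80% in these data, passing the limit was not always enough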
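Material: murine 2C transgenic CD8+ T lymphocytes / Also added: QL9-peptide-loaded Drosophila micro-vesicles bearing Ld, ICAM-1 and B7-1 / Schedule: binding step 1.5 h, 37 °C, antibody labelling 20 min, ice / Signal: flow cytometry, PE anti-B7-1 (FL2) versus Alexa647 anti-CD8 (FL8), PFA-fixed / Evaluation: percent CD8+ FL2 mean versus row control / Benchmarks: naked versus QL9-loaded vesicles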
T cell modulator vesicle-bound %: further read-out of T cell modulator, marked with its call; double positive events, %; measured here: CD8+ vesicle-bound cell fraction;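 binding gate set so that unloaded-vesicle control wells show 10% double positive cells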
The depositor's hits bear a star; i = inactive; & = joins results of further samples. The list is partial; rates above refer to the full screens.

SMILES | T cell modulator | T cell modulator vesicle-bound %
Oc1ccc2c3c1OC1[C@H](O)CC[C@@]4(O)[C@@H](C2)N(CC2CC2)CC[C@]314 (some centres undefined) | i | 3&4
CC(C)CC(=O)Nc1ccc(S(=O)(=O)N2CC3CC(C2)c2cccc(=O)n2C3)cc1 (centres undefined) | i | 42
CC(=O)O[C@@H]1CC[C@]2(C)C3CC[C@@]4(C)C(C[C@@H](O)[C@@H]4O)C3[C@@H](OC(C)=O)C[C@H]2C1 (some centres undefined) | i | 9
Clc1ccc2sc(C3CCNCC3)nc2c1 | i | 19
CN(C(=O)COC(=O)c1cn(C)c2ccccc12)C1CCCCC1 | i | 31
COc1ccc(CC(C)NCCC(c2ccccc2)c2ccccc2)cc1 (centres undefined) | i | 61
C[C@]12CCC3C(C1CCC2=O)[C@H](O)C[C@H]1C[C@@H](O)CC[C@]31C (some centres undefined) | i | 38
COc1cc(C(=O)NC(=S)N2C[C@H]3C[C@H](C2)c2cccc(=O)n2C3)cc(OC)c1OC | i | 31
COC1=CC=C2[C@H]3Cc4ccc(OC)c5c4[C@@]2(CCN3C)[C@H]1O5 | i | 29
CCCNC(=O)N1[C@H]2CC[C@@H]1C(C(=O)OC)=C(c1cccc(C#N)c1)C2 | i | 2
Brc1cc2c(cc1CN1CCN(c3ccccc3)CC1)OCCO2 | i | 38
Cc1cc(-c2ccccc2)cc(-c2ccccc2)[n+]1CCc1ccccc1 | i | 36
CCCCCn1c(=O)c(C(=O)NCc2ccc(Cl)cc2)c(O)c2ccccc21 | i | 24
O=c1ccc2cc3ccoc3c(O)c2o1 | i | 8
CCOC(=O)c1ccc(NC(=O)N2C[C@@H]3C[C@@H](C2)c2cccc(=O)n2C3)cc1 | i | 60
CC(=O)N[C@@H]1CC[C@@]2(O)[C@H]3Cc4ccc(O)c5c4[C@@]2(CCN3CC2CC2)[C@@H]1O5 | i | 5
CN1CCCN(C(=O)COc2ccc(F)cc2F)CC1 | i | 18
O=C1C2(Cl)C3(Cl)C4(Cl)C(Cl)(Cl)C5(Cl)C3(Cl)C1(Cl)C5(Cl)C24Cl (centres undefined) | i | 21
Cc1[nH]c2ccccc2c1CCNCc1ccco1 | i | 33
O=C(O)C(Br)CBr (centres undefined) | i | 31
O=[N+]([O-])c1ccc(NCCCN2CCOCC2)nc1 | i | 44
COP(=O)(OC)C(Nc1ccccc1)c1ccccc1 (centres undefined) | i | 18
CN1C(=O)N(C)C(=O)C2(Cc3cc(NC(=O)c4ccccc4Cl)ccc3N3CCCC32)C1=O (centres undefined) | i | 6
COC(=O)C1=C(c2ccc(F)cc2F)C[C@@H]2CC[C@H]1N2C(=O)NCc1ccc2c(c1)OCO2 | i | 37
COc1ccc(-n2c(C)nc3ccccc3c2=O)c([N+](=O)[O-])c1 | i | 46

The last 4 records of the part before lead into the next.
SMILES | T cell modulator | T cell modulator vesicle-bound %
COP(=O)(OC)C(Nc1ccccc1)c1ccccc1 (centres undefined) | i | 18
CN1C(=O)N(C)C(=O)C2(Cc3cc(NC(=O)c4ccccc4Cl)ccc3N3CCCC32)C1=O (centres undefined) | i | 6
COC(=O)C1=C(c2ccc(F)cc2F)C[C@@H]2CC[C@H]1N2C(=O)NCc1ccc2c(c1)OCO2 | i | 37
COc1ccc(-n2c(C)nc3ccccc3c2=O)c([N+](=O)[O-])c1 | i | 46
CN1C(=O)/C(=C\c2ccc(Br)s2)C(=O)NC1=S | i | 49
COC(=O)C1=C(c2ccc(OC(F)(F)F)cc2)C[C@@H]2CC[C@H]1N2C(=O)NCc1ccc(F)cc1 | i | 37
CCCCn1c(=O)c(C(=O)Nc2ccccc2F)c(O)c2ccccc21 | i | 19
Oc1ccc(CC2(N3CCCC3)CCCCC2)cc1 | i | 57
COc1ccc(N2C(=O)/C(=C/c3ccc(C)o3)C(=O)NC2=S)c(OC)c1 | i | 62
COc1ccc(-c2nn(CCC#N)cc2C(=O)Nc2cccc([N+](=O)[O-])c2)cc1OC | i | 47
COCCNC(=O)Cn1cc(/C=C2\C(=O)NC(=O)N(c3cccc(C)c3C)C2=O)c2ccccc21 | i | 24
c1cncc(CNCCc2ccc3c(c2)OCO3)c1 | i | 56
C[n+]1ccc(-c2cc[n+](C)cc2)cc1 | i | 21
CN(C)[C@@H]1C(=O)C(C(N)=O)=C(O)[C@@]2(O)C(=O)C3=C(O)c4c(O)cccc4[C@@](C)(O)C3C[C@@H]12 (some centres undefined) | i | 22
COc1ccc(C(=O)OC2C[C@H]3CC[C@H](C2)N3C)cc1OC (some centres undefined) | i | 65
Oc1cccc2cccnc12 | i | 26
O=C([O-])c1ccc(-[n+]2c(-c3ccccc3)cc(-c3ccccc3)cc2-c2ccccc2)cc1 | i | 14
COc1cc(CNCCc2ccc3c(c2)OCO3)ccc1O | i | 55
COC(=O)C1=C(c2ccc(OCc3ccccc3)cc2)C[C@@H]2CC[C@H]1N2C(=O)NCc1cccc(C(F)(F)F)c1 | i | 36
O=C1NC(=S)N(c2ccc(F)cc2)C(=O)/C1=C/c1ccccc1O | i | 19
COC(=O)C1=C(c2ccc(F)cc2F)C[C@@H]2CC[C@H]1N2C(=O)NCCCOC(C)C | i | 18
Cc1cc(OCC(=O)N[C@@H](Cc2ccccc2)C(=O)O)c2c3c(c(=O)oc2c1)CCCC3 | i | 33
COC(=O)C1=C(c2ccc3ccccc3c2)C[C@@H]2CC[C@H]1N2C(=O)NC1CC1 | i | 25
Cc1cc(OCC(=O)NCc2ccncc2)c2c3c(c(=O)oc2c1)CCCC3 | i | 56
C[C@]12CCC3C(CC[C@H]4C[C@H](N)CC[C@]34C)C1CC[C@H]2O (some centres undefined) | i | 35
COc1ccc(CCNCc2ccccc2)cc1 | i | 51
NC(N)=N/N=C/c1ccc(N(c2ccccc2)c2ccccc2)cc1 | i | 26
CCCCCn1c(=O)c(C(=O)NC(C)c2ccccc2)c(O)c2ccccc21 (centres undefined) | i | 52
COc1cc(OC)c2c(c1)O[C@@H](c1ccc(OC)c(OC)c1)[C@H](O)C2 | i | 59
The list goes on:
SMILES | T cell modulator | T cell modulator vesicle-bound %
COC(=O)C1=C(c2c(C)noc2C)C[C@@H]2CC[C@H]1N2C(=O)NCCOc1ccc(OC)cc1 | i | 36
COc1cc2nc(CN3CC=C(c4ccccc4)CC3)[nH]c(=O)c2cc1OC | i | 19
O=C(c1ccccc1[N+](=O)[O-])N1CCC2(CC1)OCCO2 | i | 25
C[C@]12CCC3C(CC[C@H]4C[C@@H](O)CC[C@]34C)C1C/C(=N/O)[C@@H]2O (some centres undefined) | i | 55
COc1ccc(S(=O)(=O)N2CCOCC2)cc1NC(=O)COC(=O)Cc1ccccc1 | i | 40
O=C(O)C(Cc1cnc[nH]1)NS(=O)(=O)c1ccc(Br)cc1 (centres undefined) | i | 51
CN1CCN(Cc2cc(=O)n3ccsc3n2)CC1 | i | 10
Cc1ccc(N=C(/N=C(\N)N[N+](=O)[O-])Nc2ccc(C)cc2)cc1 | i | 31
ClCCOCCCl | i | 23
c1coc(CNCCc2c[nH]c3ccccc23)c1 | i | 59
O=C(Nc1ccc(Cl)c(Cl)c1)c1ccco1 | i | 45
CC(C)c1ccc(NC(=O)CCNC(=O)N2C[C@H]3C[C@@H](C2)c2cccc(=O)n2C3)cc1 | i | 33
C[C@]12CCC3=C4CCC(=O)C=C4CC[C@H]3C1CC[C@@H]2O (some centres undefined) | i | 32
CC(=O)OC1=CC[C@H]2[C@@H]3CC[C@H]4C[C@H](OC(C)=O)[C@@H](OC(C)=O)C[C@]4(C)[C@H]3CC[C@]12C | i | 30
CCN(CC)CCO | i | 42
C[C@]12CCC3C(CC[C@H]4C[C@@H](O)[C@H](O)C[C@]34C)C1CC[C@@H]2O (some centres undefined) | i | 42
CN(Cc1ccccc1)C(=O)CN1CCCC1=O | i | 39
O=c1cccc2n1CC1CNCC2C1 (centres undefined) | i | 33
CCOC(=O)COc1ccc(/C=C2\C(=O)NC(=S)N(c3ccc(OC)cc3)C2=O)cc1OC | i | 52
CN1CCCN(C(=O)COc2cccc(C(F)(F)F)c2)CC1 | i | 5
COC(=O)C1=C(c2ccc(OC(F)(F)F)cc2)C[C@@H]2CC[C@H]1N2C(=O)NCc1cccc2ccccc12 | i | 40
Cn1nccc1C(=O)N1CCC2(CC1)OCCO2 | i | 22
CCN(CC)C(=O)c1ccc(NC(=O)c2cccc(S(=O)(=O)N3CCN(C)CC3)c2)cc1 | i | 8
CCN1CCN(Cc2cccnc2)CC1 | i | 55
Cc1ccc(CNCCc2ccc(F)cc2)s1 | i | 60
(more compounds)
SMILES | T cell modulator | T cell modulator vesicle-bound %
CN(C)CCN(CC1CCCN(Cc2ccccc2F)C1)C(=O)Cc1ccc(F)c(F)c1 (centres undefined) | i | 61
COc1ccccc1CC(=O)N1CCN(CCc2ccccc2)CC1 | i | 59
O=[N+]([O-])c1cc(O)c(O)c([N+](=O)[O-])c1 | i | 20
COC(=O)C1=C(c2cccc(C#N)c2)C[C@@H]2CC[C@H]1N2C(=O)NC1CC1 | i | 35
Cc1cc(OCC(=O)N2CCN(CC(=O)N3CCOCC3)CC2)c(C(C)C)cc1Cl | i | 38
c1ccc(C(OCCN2CCN(c3ncccn3)CC2)c2ccccc2)cc1 | i | 34
CC/C=C/CC(=O)N[C@@H](c1ccccc1)[C@@H](O)C(=O)O[C@H]1C[C@@]2(O)[C@@H](OC(=O)c3ccccc3)C3[C@](C)(C(=O)[C@H](OC(C)=O)C(=C1C)C2(C)C)[C@@H](O)C[C@H]1OC[C@@]31OC(C)=O (some centres undefined) | i | 55
Fc1cccc(F)c1CN1CCN(c2ccc(Cl)cc2)CC1 | i | 59
CN(C(=O)Oc1ccc(F)cc1)c1ccccc1 | i | 39
Cc1cccc(Cn2cc(C=O)c3ccccc32)c1 | i | 40
COC(=O)C1=C(c2c(C)noc2C)C[C@@H]2CC[C@H]1N2C(=O)NC1CC1 | i | 41
COC(=O)C(Cc1ccc(N(CCCl)CCCl)cc1)N=Cc1ccccc1O (centres undefined) | i | 40
CN1C(CC(O)c2ccccc2)CCCC1CC(O)c1ccccc1 (centres undefined) | i | 64
COC(=O)C1=C(c2ccc(C(C)=O)cc2)C[C@@H]2CC[C@H]1N2C(=O)NC(C)C | i | 32
CCN1C[C@]2(COC)CC[C@H](O)[C@]34C1[C@](O)([C@@H](OC)[C@H]23)[C@@]1(O)C[C@H](OC)[C@H]2C[C@@H]4[C@@H]1[C@H]2OC | i | 64
COc1ccc(CNC(=O)CCC(=O)N2C[C@H]3C[C@H](C2)c2cccc(=O)n2C3)cc1 | i | 29
COCCNC(=O)N1[C@H]2CC[C@@H]1C(C(=O)OC)=C(c1ccc(OC)c(OC)c1)C2 | i | 30
OC(CNCCc1c[nH]c2ccccc12)c1ccccc1 (centres undefined) | i | 29
CC(Cc1ccccc1)NC(=O)c1ccc(N)cc1 (centres undefined) | i | 61
CN1CC(C(=O)c2ccc([N+](=O)[O-])cc2)C(c2ccc(Cl)cc2)C1 (centres undefined) | i | 57
C[C@]12CCC3C(CCC4=C/C(=N/OCC(=O)NC(CCC(=O)O)C(=O)O)CC[C@@]43C)C1CCC2O (some centres undefined) | i | 48
CCOc1cc2c(cc1OCC)-n1cccc1C(c1cc(C)c(OC)cc1C)NC2 (centres undefined) | i | 28
Cc1cccc(CCNCc2cc3ccc(C)cc3[nH]c2=O)c1 | i | 32
Cc1nc2ccccc2c(=O)n1-c1ccc(Cl)c(Cl)c1 | i | 37
Cc1c2cnn(CC(=O)N3CCC4(CC3)OCCO4)c(=O)c2c(C)n1Cc1ccccc1Cl | i | 4

Structural class: those above containing sulfur.
SMILES | T cell modulator | T cell modulator vesicle-bound %
CC(C)CC(=O)Nc1ccc(S(=O)(=O)N2CC3CC(C2)c2cccc(=O)n2C3)cc1 (centres undefined) | i | 42
Clc1ccc2sc(C3CCNCC3)nc2c1 | i | 19
COc1cc(C(=O)NC(=S)N2C[C@H]3C[C@H](C2)c2cccc(=O)n2C3)cc(OC)c1OC | i | 31
CN1C(=O)/C(=C\c2ccc(Br)s2)C(=O)NC1=S | i | 49
COc1ccc(N2C(=O)/C(=C/c3ccc(C)o3)C(=O)NC2=S)c(OC)c1 | i | 62
O=C1NC(=S)N(c2ccc(F)cc2)C(=O)/C1=C/c1ccccc1O | i | 19
COc1ccc(S(=O)(=O)N2CCOCC2)cc1NC(=O)COC(=O)Cc1ccccc1 | i | 40
O=C(O)C(Cc1cnc[nH]1)NS(=O)(=O)c1ccc(Br)cc1 (centres undefined) | i | 51
CN1CCN(Cc2cc(=O)n3ccsc3n2)CC1 | i | 10
CCOC(=O)COc1ccc(/C=C2\C(=O)NC(=S)N(c3ccc(OC)cc3)C2=O)cc1OC | i | 52
CCN(CC)C(=O)c1ccc(NC(=O)c2cccc(S(=O)(=O)N3CCN(C)CC3)c2)cc1 | i | 8
Cc1ccc(CNCCc2ccc(F)cc2)s1 | i | 60

High-throughput results (PubChem)
